# CHRM4 agonist: agonists of human muscarinic M4 receptor (CHRM4); P08173; CHO-K1 hM4/Gqi5, Fluo-8 calcium fluorescence; vehicle 0%, full acetylcholine response 100%; AID 624127; actives 0.14% (n = 360,000); activation, % at 3 µM;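 active means activation above the run mean over all test wells plus 3 SD, cut at about 32% in these data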;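 further: peak over basal fluorescence ratio per well then scaled between controls; 0% = DMSO wells and 100% = acetylcholine at EC100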
# Target sequence (P08173 whole entry, looked up): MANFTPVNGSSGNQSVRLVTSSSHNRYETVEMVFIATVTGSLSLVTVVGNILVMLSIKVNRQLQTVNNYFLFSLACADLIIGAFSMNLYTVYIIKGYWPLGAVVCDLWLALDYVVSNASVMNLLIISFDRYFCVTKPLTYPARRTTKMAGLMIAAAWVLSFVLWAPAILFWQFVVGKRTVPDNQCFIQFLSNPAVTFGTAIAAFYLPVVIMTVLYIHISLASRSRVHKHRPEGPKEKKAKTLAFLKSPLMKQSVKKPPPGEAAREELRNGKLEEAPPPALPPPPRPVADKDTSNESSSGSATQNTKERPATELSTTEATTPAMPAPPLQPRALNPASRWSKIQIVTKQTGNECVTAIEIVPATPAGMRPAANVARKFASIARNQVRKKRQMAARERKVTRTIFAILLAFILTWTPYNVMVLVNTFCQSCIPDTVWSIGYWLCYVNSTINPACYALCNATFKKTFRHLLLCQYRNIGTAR
# CHRM1 agonist: human M1 muscarinic receptor agonism | P11229 | CHO-K1 hM1, Fluo-8 calcium fluorescence, agonist mode; 0% DMSO, 100% acetylcholine EC100 | activation, % at 3 µM | actives 0.33% (n = 360,000) | AID 588814;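 active means activation above the run's mean compound activation plus 3 SD, cut at about 16% in these data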;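 further: peak over basal fluorescence ratio within a 140 s kinetic read after compound addition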
# M1 antag: human CHRM1 antagonism. P11229. CHO-K1 hM1, Fluo-8 calcium fluorescence, ACh EC80 antagonist. inhibition, % at 3 µM. actives 1.3% (n = 360,000). AID 588852;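 active means percent inhibition above its own plate's cutoff, namely the mean of that plate's compound wells plus 3 SD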;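 further: peak over basal fluorescence ratio during 140 s after agonist addition; 0% = ACh EC80 plus DMSO and 100% = DMSO alone without agonist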
# CHRM5 antagonist: antagonists of human muscarinic M5 receptor (CHRM5); P08912; CHO-hM5 cells, Fluo-8 calcium fluorescence, ACh EC80; inhibition, % at 3 µM; actives 0.59% (n = 360,000); AID 624040;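 active means inhibition above a per-plate cutoff, the mean of that plate's test compounds plus 3 SD, cut at about 27% in these data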;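 further: 0% = acetylcholine EC80 with DMSO and 100% = DMSO without agonist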
# CHRM5 PAM: potentiates acetylcholine response at human M5 receptor; activation, % at 3 µM; CHO-K1 hM5, Fluo-8 calcium, ACh EC20 PAM; 0% = ACh EC20, 100% = ACh EC100; actives 0.3% (n = 360,000); P08912;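 active means activation above the run cutoff, the mean activation of all test compounds plus 3 SD, cut at about 18% in these data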
#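 Measured by: Fluo-8 calcium fluorescence; material: human M5 receptor in CHO-K1 cells; schedule: Post-acetylcholine fluorescence recording 140 s; benchmarks: low control EC20 acetylcholine (0%), high control EC100 acetylcholine (100%); read-out: Max/basal fluorescence ratio as % of EC20–EC100 ACh window; compound: single dose, 3 µM nominal final test concentration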
# CHRM4 antagonist: antagonists of human muscarinic M4 receptor (CHRM4) | inhibition, % at 3 µM | P08173 | CHO-hM4 cells, ACh EC80, Fluo-8 calcium fluorescence | actives 0.73% (n = 360,000) | AID 624125;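 active means inhibition above its plate's cutoff, the mean inhibition of sample wells plus 3 SD, cut at about 27% in these data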;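 further: 0% = acetylcholine EC80 with DMSO and 100% = DMSO without agonist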
# CHRM1 PAM: positive allosteric modulators of human M1 muscarinic receptor. CHO-K1 hM1, Fluo-8 calcium fluorescence, ACh EC20; 0% = ACh EC20, 100% = maximal ACh. activation, % at 3 µM. actives 0.088% (n = 360,000). AID 588819; in the data active means activation above about 19%, passing the limit was not always enough
# M5 ag: agonists of human muscarinic M5 receptor (CHRM5); P08912; actives 0.19% (n = 360,000); activation, % at 3 µM; CHO-K1 hM5 cells, Fluo-8 calcium fluorescence; 0% DMSO wells, 100% maximal acetylcholine response;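 active means activation above the run's mean over test compounds plus 3 SD, cut at about 23% in these data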;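 further: signal is peak over basal fluorescence ratio across the kinetic read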
# TAAR1 agonist: human TAAR1 agonism | activation, % at 3 µM | actives 0.99% (n = 360,000) | Q96RJ0 | CHO RD-HGA16 TAAR1, Fluo-8 calcium fluorescence; vehicle wells 0%, saturating PEA agonist 100%;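 active means activation above the mean activation of all test compounds in the run plus 3 SD, cut at about 38% in these data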
# Target sequence (Q96RJ0 whole entry, looked up): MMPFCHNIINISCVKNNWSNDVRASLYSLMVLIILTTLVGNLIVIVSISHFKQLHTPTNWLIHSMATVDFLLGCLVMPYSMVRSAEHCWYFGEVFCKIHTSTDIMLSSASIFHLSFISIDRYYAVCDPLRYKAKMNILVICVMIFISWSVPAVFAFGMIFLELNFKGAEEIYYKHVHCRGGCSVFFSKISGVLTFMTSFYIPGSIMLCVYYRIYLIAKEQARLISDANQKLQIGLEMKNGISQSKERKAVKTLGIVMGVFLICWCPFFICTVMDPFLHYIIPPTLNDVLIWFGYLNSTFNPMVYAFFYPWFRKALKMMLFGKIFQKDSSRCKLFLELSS
#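 System: CHO-derived RD-HGA16 cells with stable Gα16 and human TAAR1 / Times: 17-24 h plating, Fluo-8 75 min 37 °C, 30 min RT / Technique: calcium-sensitive Fluo-8 signal, excitation 470-495, emission 515-575 nm / Measure: % activation relative to PEA EC100 response / Benchmarks: DMSO and PEA EC100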
# The depositor's hits bear a star; nt = no result given.
SMILES,CHRM4 agonist,CHRM1 agonist,M1 antag,CHRM5 antagonist,CHRM5 PAM,CHRM4 antagonist,CHRM1 PAM,M5 ag,TAAR1 agonist
CCOC(=O)c1nn(-c2ccc(OCC)cc2)c2nc(CC(C)C)c(C#N)c(=O)n12,0,-4,0,-10,9,6,2,3,10
COc1ccc(NC(=O)C2(C)CCN2Cc2cccc(OC)c2F)cc1OC (centres undefined),8,-3,-5,-1,-4,-17,0,1,0
C=CCn1c(SCc2c(C)noc2C)nc2cc(C(=O)O)ccc2c1=O,1,-2,-3,-8,6,4,6,-2,11
COc1ccc(C(=O)CCN2CCCC(C)C2)cc1 (centres undefined),1,-8,-4,-2,5,-4,8,-4,79*
CC1CCCCC1NC(=O)CSc1nc2ccccc2c(=O)n1Cc1ccco1 (centres undefined),0,-1,-10,-5,-5,7,8,2,-1
COC(=O)c1ccc(C(=O)OC)c(NC(=S)N2CCC(N3CCCCC3)CC2)c1,-1,-7,-3,2,-4,0,2,1,-1
COC(=O)CN1C(C)=Nc2ccc(Br)cc2C1c1ccccc1 (centres undefined),3,-4,-5,0,-2,-5,-7,-6,4
CCOC(=O)/C(C#N)=C/C1=C(N2CCCC2)CC(C)(C)OC1,0,-4,-1,-3,2,1,-2,-1,-1
CCCN(C(=O)Cn1ncc2c([nH]c3ccccc32)c1=O)c1ccccc1C,2,-2,5,-9,3,2,1,-1,11
Cc1ccc(-c2nc(COC(=O)c3c(C)noc3C)cs2)cc1,5,-2,19,8,-13,-8,-6,0,19
O=C(Nc1cccc(C(F)(F)F)c1)C1CCCN(c2ncccn2)C1 (centres undefined),-1,-8,-3,-1,-9,14,1,-7,2
CCOC(=O)c1cc(C)nc(Sc2ccc(C)cc2)c1C#N,-1,-5,3,6,-5,1,-2,-7,6
Cc1nn(C)c(C(=O)Nc2ccn(Cc3ccccc3F)n2)c1[N+](=O)[O-],2,-7,5,3,-11,7,-1,-2,8
N#CC(C#N)=C1c2cc(S(N)(=O)=O)ccc2-c2ccc(S(N)(=O)=O)cc21,2,-5,5,14,-7,-2,0,-1,0
Cc1ccc(NC(=S)N2CCC(N(C)CC3CCCO3)CC2)cc1C (centres undefined),0,-5,22,4,2,5,-7,0,-1
Nc1nonc1-c1nc2ccccc2n1CC(=O)O,0,-2,7,5,1,0,-7,1,-1
CCOc1ccc2nc3c(cc2c1)CN(CCCO)C(=NCCOC)S3,5,-4,1,2,3,4,0,-8,6
CC1CCCC(NC(=O)C2c3ccccc3C(=O)N2Cc2cccs2)C1C (centres undefined),0,-5,-6,4,-4,2,9,1,-2
C[C@@H](C(=O)NCc1ccccc1)N1C(=O)C2CC=CCC2C1=O (some centres undefined),0,-1,-8,2,-2,-4,5,-2,2
COc1ccc(/C=N/NC(=O)C2C3CCCCC32C)cc1OC (centres undefined),4,-4,6,9,0,-2,-1,-3,5
Clc1ccc2oc(-c3ccccn3)nc2c1,0,-4,-29,-1,5,5,10,-4,9
CN(C)NC(=S)NC1CCS(=O)(=O)C1 (centres undefined),0,0,-23,-10,21*,-9,17,4,1
CCSc1nnc(CNC(=O)c2ccccc2F)n1-c1ccccc1OC,2,-4,-8,7,3,-2,7,-4,0
c1ccc(-c2ccc(OCCOCCn3cncn3)cc2)cc1,3,1,-28,-2,2,-6,4,-2,11
CCOc1nnc(C)c2c(C)n(-c3cccc(OC)c3)nc12,-1,-4,-10,2,-7,-2,13,-3,9
C[C@H](O)[C@H](O)[C@H]1CNc2nc(N)[nH]c(=O)c2N1,1,3,-25,2,-2,-12,3,3,0
O=C1Nc2ccccc2C12OCCCO2,0,0,-20,-5,2,-4,-4,3,9
Cc1ccc(CNC(=O)CCNS(=O)(=O)c2cccc3nonc23)cc1,2,-3,-18,-9,-3,-11,1,1,0
COc1cccc(C(=O)N2CCN(Cc3ccc(OC)cc3OC)CC2)c1,2,-7,-17,3,4,0,10,-5,0
O=C(O)CSCC(=O)NCc1c(Cl)cccc1Oc1ccccc1,1,0,4,5,-4,-4,0,1,3
CCc1c(C)nc2ncnn2c1NCCc1ccccc1,13,2,13,4,-11,-16,-5,5,76*
Cc1ccc2nc(C(Cl)(Cl)Cl)nc(N/N=C/c3ccc([N+](=O)[O-])cc3)c2c1,0,-2,-1,5,4,-4,6,-1,0
CCc1nnc(SCC(=O)NC2CCCC2)nc1CC,1,-1,7,0,-1,2,9,-1,5
COc1ccc(NC(=S)N2CCN(C(c3ccccc3)c3ccccc3)CC2)cc1OC,1,-8,38*,23,-19,13,-25,-10,0
Cc1cc(OCCN2CCOCC2)ccc1C(C)C,1,-5,-12,-1,1,-6,7,-5,0
Cc1c(C)c2c(OCC(=O)N[C@@H](C)C(=O)O)cc3c(c2oc1=O)CCC(C)(C)O3,1,-4,1,12,-3,3,2,-2,1
Cc1ccc(OCCNC(=O)c2cccc(S(=O)(=O)N3CCN(Cc4ccccc4)CC3)c2)cc1,7,-6,12,7,-8,3,-8,-1,13
CCOc1ccccc1N=NC1C(=O)N(C(N)=S)N=C1C (centres undefined),1,-2,-5,1,0,-11,3,-2,1
CCc1ccc(N(CC(=O)NC2CCCC2)S(=O)(=O)c2c(C)noc2C)cc1,0,-5,-5,-8,0,-5,0,-2,-2
Cc1ccc(NC(=O)N2CCC(C(=O)c3ccc(F)cc3)CC2)cc1,4,-3,-2,-2,-2,-22,5,-2,1

# With a hit mark in TAAR1 agonist (from the list above):
SMILES,CHRM4 agonist,CHRM1 agonist,M1 antag,CHRM5 antagonist,CHRM5 PAM,CHRM4 antagonist,CHRM1 PAM,M5 ag,TAAR1 agonist
COc1ccc(C(=O)CCN2CCCC(C)C2)cc1 (centres undefined),1,-8,-4,-2,5,-4,8,-4,79*
CCc1c(C)nc2ncnn2c1NCCc1ccccc1,13,2,13,4,-11,-16,-5,5,76*

# An excerpt of these results, field by field.
Cc1ccc(OCCNC(=O)c2cccc(S(=O)(=O)N3CCN(Cc4ccccc4)CC3)c2)cc1
- CHRM4 agonist = 7
- CHRM1 agonist = -6
- M1 antag = 12
- CHRM5 antagonist = 7
- CHRM5 PAM = -8
- CHRM4 antagonist = 3
- CHRM1 PAM = -8
- M5 ag = -1
- TAAR1 agonist = 13

CCOc1ccccc1N=NC1C(=O)N(C(N)=S)N=C1C (centres undefined)
- CHRM4 agonist = 1
- CHRM1 agonist = -2
- M1 antag = -5
- CHRM5 antagonist = 1
- CHRM5 PAM = 0
- CHRM4 antagonist = -11
- CHRM1 PAM = 3
- M5 ag = -2
- TAAR1 agonist = 1

# (listing goes on)
SMILES,CHRM4 agonist,CHRM1 agonist,M1 antag,CHRM5 antagonist,CHRM5 PAM,CHRM4 antagonist,CHRM1 PAM,M5 ag,TAAR1 agonist
Cc1ccc(-c2noc(C3CCCN(C(=O)c4ccccc4)C3)n2)o1 (centres undefined),0,-5,-5,-8,-5,1,2,1,0
Cc1ccc(S(=O)(=O)N(C)CC(=O)Oc2ccc(-c3nnco3)cc2)cc1,1,-1,-18,0,0,-2,8,3,-1
C/C(=N\N=C1\NC(=O)C(CC(=O)Nc2ccc(Cl)cc2)S1)c1ccco1 (centres undefined),4,-7,0,-10,2,2,3,-1,4
CNC(=O)C1(C)C=CC2(CCCCC2)N1C(=O)OC (centres undefined),0,-3,-1,-2,10,-10,4,5,10
COCCCNC(=O)c1csc([C@H]2C[C@H](O)[C@@H](CO)O2)n1,1,-1,-13,-2,-1,-7,10,1,2
CCC(=O)Nc1c(C(=O)N2CCN(c3ccccn3)CC2)cnn1-c1ccc(C)cc1,8,-6,5,14,-10,1,-8,3,0
CCN(CC)S(=O)(=O)c1cccc(NC(=O)CC2CCCC2)c1,4,-3,-5,5,-4,-9,11,-4,-3
CCN(CC)S(=O)(=O)c1ccc(C(=O)N2CCN=C2SCc2cccnc2)cc1,1,-4,-7,2,0,1,5,-4,3
O=C(CN1C(=O)NC2(CCCC2)C1=O)OCc1ccc(Cl)cc1Cl,3,-5,-3,-5,8,0,1,-5,-1
O=C(CSc1nc(Nc2ccccc2)nc(N2CCOCC2)n1)Nc1ccc([N+](=O)[O-])cc1,1,-1,15,3,1,-8,-2,4,14
COc1ccc(-c2cc3c(=O)n(CC(=O)NCc4ccc(Cl)cc4)ncn3n2)cc1,2,1,3,-5,-1,-9,5,2,0
O=C(O)c1ccc(Nc2nc(-c3ccccc3)c3ccccc3n2)cc1,0,-10,0,7,12,4,1,3,2
CC(=O)c1cccc(NC(=O)C2CCN(C(=O)c3ccccc3Cl)CC2)c1,3,-3,-5,-1,3,1,4,-1,4
COc1cc(/C=C/C(=O)OCC(=O)NC(=O)NC(C)C)ccc1O,0,0,-5,8,-8,18,5,0,-3
Cn1c(SCC(=O)N2CCOCC2)nc(O)cc1=O,0,-1,6,15,0,9,-7,1,6
O=C1CC(c2ccc(F)cc2)C(n2cncn2)C(O)=C1C1NCCc2ccccc21 (centres undefined),1,-3,-9,8,3,5,4,-2,0
CCn1cc(CN2CCC(n3nccc3NC(=O)CCCc3ccccc3)CC2)cn1,1,-3,-17,-5,2,-2,11,-5,1
COC(=O)c1cc(C(=O)N2CCN(c3ccccc3OC)CC2)cc([N+](=O)[O-])c1,2,-11,-10,1,-4,-7,15,-1,-1
CCC(C)(C)NC(=O)C(c1ccccc1Cl)N(C(=O)CCC(=O)Nc1cc(C)on1)C1CC1 (centres undefined),-1,-9,-10,0,11,-10,19,-7,-1
O=c1[nH]c(CN2CCN(c3ncccn3)CC2)nc2c(Br)cc(Br)cc12,3,0,-14,10,1,5,14,1,1
COc1ccc(Cc2nnc(SCC(=O)Nc3ccccc3C#N)o2)cc1,0,-1,-11,8,1,10,12,0,1
Cc1c(C(=O)NCCSCc2c(F)cccc2Cl)cnn1-c1ccc(F)cc1,4,-2,-14,5,-6,-16,4,-5,0
CCCCOC1CC(c2ccc(OCc3ccc(OC)cc3)c(OC)c2)N(C)O1 (centres undefined),0,-6,9,5,0,5,-4,-3,7
CCOC(=O)c1c(NC(=O)c2ccc(S(=O)(=O)N(C)CC3CCCO3)cc2)sc2c1CCN(C)C2 (centres undefined),2,-7,10,-2,-3,8,-6,-4,1
COc1cccc(OC)c1C(=O)Nc1cccc(NC(=O)c2cccs2)c1,2,0,1,11,-15,11,-2,-7,5
CN(CCc1ccccc1)C(=O)c1ccc(NC(=O)Cc2cccc(NC(=O)C3CCN(C(=O)CCc4ccccc4)CC3)c2)cc1,1,1,-8,-4,-2,-6,6,0,2
O=C(N/N=C(\c1ccccc1)c1ccccn1)c1cccc([N+](=O)[O-])c1,4,-6,10,14,-3,-6,4,-2,nt
CC(=O)O/C(=C\c1cn(C(C)=O)c2ccccc12)C(=O)O,0,-1,-16,0,5,6,8,-4,-2
Cc1ccc(C(=O)NCc2ccco2)cc1Br,1,-3,-4,1,-4,-5,7,-1,2
Cc1ccccc1S(=O)(=O)N1C[C@H]2CON(C)[C@H]2C[C@H]1c1cccc(-c2ccc(C#N)cc2)c1,0,-8,-9,0,-3,0,2,-3,-1
Cc1ccc(S(=O)(=O)N2[C@@H](c3ccc(Br)cc3)C(C(=O)O)=CC[C@H]2c2cccc(C)c2)cc1,2,-1,-9,-8,2,-1,6,2,0
O=C(Nc1cccc(Cn2cccn2)c1)c1cc2c(s1)CCCC2,2,-12,-7,5,0,4,1,-5,-1

# Screens from PubChem BioAssay.

# Not all compounds are listed; the hit share may differ from the screen's.
